MDM2 E3 inh – MDM2-luciferase reporter signal enhancers, primary screen, MDM2 E3 ligase inhibitor project, cell-based, luminescence, 1536-well; E3 ubiquitin-protein ligase Mdm2 (Homo sapiens), Q00987; cell-based MDM2 ubiquitination luciferase reporter, 2 h; 0 = plate control, 100 = twice control, blank-subtracted; signal enhancement, % at 5 µM; 0.11% of 210,000 active;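 active means signal enhancement of 30% or more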;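 further: luminescence tracks abundance of the self-degrading MDM2-luciferase fusion protein; higher signal means inhibition of MDM2 E3 ligase activity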
Target sequence (Q00987 whole entry, looked up, the tested form may be a part): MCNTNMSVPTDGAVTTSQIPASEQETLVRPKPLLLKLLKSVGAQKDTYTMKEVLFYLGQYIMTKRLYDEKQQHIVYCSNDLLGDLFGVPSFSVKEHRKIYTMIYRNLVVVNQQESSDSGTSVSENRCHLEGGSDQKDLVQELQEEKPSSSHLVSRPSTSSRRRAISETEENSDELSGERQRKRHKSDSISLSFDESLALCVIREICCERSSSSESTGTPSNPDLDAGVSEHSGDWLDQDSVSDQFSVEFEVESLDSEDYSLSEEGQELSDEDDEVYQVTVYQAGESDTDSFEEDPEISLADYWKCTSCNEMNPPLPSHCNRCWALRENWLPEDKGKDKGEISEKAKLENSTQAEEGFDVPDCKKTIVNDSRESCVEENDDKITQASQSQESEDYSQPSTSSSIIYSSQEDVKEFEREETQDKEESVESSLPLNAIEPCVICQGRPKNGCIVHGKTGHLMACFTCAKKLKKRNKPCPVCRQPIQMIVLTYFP
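System: stable MDM2–luciferase fusion reporter cells / Input: 2000 cells seeded into each well / Schedule: 4 h settle plus 2 h compound, 37 °C / Compound: single-point 5 µM / Buffer or medium: cells held in DMEM / Benchmarks: control and blank well means / Evaluation: percent signal gain over controls, blank-subtracted / Measured by: luciferase luminescence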
S1P4 agonist – S1P4 receptor agonists, primary screen, cell-based. Sphingosine 1-phosphate receptor 4 (Homo sapiens), O95977. S1P4-expressing cell line, agonist reporter assay. activation, % at 4.98 µM. 0.35% of 220,000 active. AID 1509, 2009; in the data active means activation above about 11%;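 further: 0% = DMSO vehicle and 100% = reference agonist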
Target sequence (O95977 whole entry, looked up): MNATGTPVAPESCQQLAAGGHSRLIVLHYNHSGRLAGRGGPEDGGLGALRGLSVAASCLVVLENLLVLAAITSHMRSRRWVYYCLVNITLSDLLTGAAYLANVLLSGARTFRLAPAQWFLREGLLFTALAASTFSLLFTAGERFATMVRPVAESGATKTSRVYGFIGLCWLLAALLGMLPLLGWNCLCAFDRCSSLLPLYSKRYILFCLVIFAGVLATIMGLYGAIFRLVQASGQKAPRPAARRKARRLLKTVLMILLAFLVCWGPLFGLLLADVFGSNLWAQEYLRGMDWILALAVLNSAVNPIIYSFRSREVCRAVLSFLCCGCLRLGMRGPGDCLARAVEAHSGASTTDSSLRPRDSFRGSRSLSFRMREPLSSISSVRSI
NPY2 pot ag – NPY-Y2 potentiators or agonists, primary screen, cell-based; cells expressing NPY-Y2, potentiator/agonist read-out; activation, % at 3.6 µM; 0.45% of 220,000 active; in the data active means activation above about 27%;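 further: cells stimulated with NPY near EC25 plus isoproterenol at EC100; 0% = vehicle plus submaximal agonist and 100% = vehicle plus saturating agonist; some results beyond the cut were filed as inactive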
PERK inh – block of dimerizer-induced PERK translation repression, primary screen, PERK inhibitor project, CHO PERK-DD cells, SEAP luminescence, HTS; 0.17% of 220,000 active; AID 1416, 2008; CHO PERK-DD fusion, SEAP luminescence translation reporter; inhibition, % at 5.6 µM;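 active means inhibition above the mean inhibition of all tested compounds plus 3 SD, set separately per screening campaign, cut at about 2.9% in these data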;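 further: PERK kinase domain activated by AP20187 dimerizer at 100 nM; 0% = DMSO with dimerizer and 100% = rapamycin at 8.4 µM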
S1P4 antag – S1P4 receptor antagonists, primary screen, cell-based | inhibition, % at 4.98 µM | Sphingosine 1-phosphate receptor 4 (Homo sapiens), O95977 | 0.26% of 220,000 active | AID 1510, 2009 | S1P4-expressing cells, antagonist mode, reporter read-out; in the data active means inhibition above about 29%;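 further: 0% = wells stimulated with agonist and 100% = vehicle wells without agonist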
eIF4E-4G inh – eIF4E–eIF4G protein interaction inhibitors, primary screen, biochemical, uHTS, TR-FRET, eIF4GI fragment | Eukaryotic translation initiation factor 4E (Mus musculus) + Eukaryotic translation … | TR-FRET eIF4E-eIF4GI(517-606) binding, 2 h | inhibition, % at 21.7 µM | 0.37% of 220,000 active | AID 782, 2007;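 active means inhibition above about 30%, limit read from the data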;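 further: 0% = full FRET control wells and 100% = background wells lacking eIF4GI fragment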
BaF3 parental – parental Ba/F3 cell viability inhibition, counter-screen for JAK2V617F inhibitor project, murine pro-B, CellTiter-Glo luminescence; CellTiter-Glo ATP luminescence; inhibition, % at 5.6 µM; 1.1% of 220,000 active;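 active means inhibition above a per-campaign cutoff, the mean inhibition of all tested compounds plus 3 SD, cut at about 27% in these data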;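 further: 0% = DMSO wells and 100% = JAK Inhibitor I control wells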
Wee1 stabilizer – Wee1 degradation inhibitors, primary screen, cell-based, HeLa, Wee1K328M-luciferase, luminescence; reporter increase, % at 5 µM; 1.2% of 220,000 active; AID 1321, 2008; HeLa Luc-Wee1K328M stability; 100% = proteasome inhibitor MG132 effect; Wee1-like protein kinase (Homo sapiens), P30291;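 active means activation above the mean of all tested compounds plus 3 SD, set per screening run, cut at about 8.8% in these data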;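 further: cells exposed to compound for 20 h before luminescence read; 0% = DMSO alone and 100% = MG132 at 30 µM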
Ba/F3 V617F tox – reduced viability of JAK2V617F-dependent Ba/F3 cells, primary screen, JAK2V617F inhibitor project, cell-based, Ba/F3 EpoR-JAK2V617F, luminescence; ATP luminescence; inhibition, % at 5.6 µM; 1.1% of 220,000 active;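 active means inhibition above the campaign mean plus 3 SD over all tested compounds, cut at about 24% in these data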;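 further: cytokine-independent growth of Ba/F3 cells driven by EpoR plus mutant JAK2; 0% = DMSO-treated cells and 100% = JAK inhibitor I control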
Active calls of the source: *; / = not tested or not shown; [ ] = remark or other dose.

SMILES	MDM2 E3 inh	S1P4 agonist	NPY2 pot ag	PERK inh	S1P4 antag	eIF4E-4G inh	BaF3 parental	Wee1 stabilizer	Ba/F3 V617F tox
CCC(=O)NC(=S)Nc1ccc2oc(-c3ccc(OC)cc3)nc2c1	-11	1.5	3	-0.1	3	4	6	1	4
COc1ccc(Cc2noc(CN(C)C3CC(C)(C)NC(C)(C)C3)n2)cc1OC	11	0.7	-7	0.5	-7	1	6	0	0
COc1ccc(-c2nc3c(c(=O)[nH]c(=O)n3Cc3ccccc3)n2Cc2ccccc2)cc1	-13	0.6	-18	-0.6	-12	-7	0	2	-4
CCCn1c(-c2nonc2N)nc2ccccc21	-25	1.3	-12	0.3	9	4	6	3	-3
CC(=O)Nc1ccc(-c2nnc(SCc3ccc(C)cc3)n2C)cc1	-18	2.2	20	-2.0	-12	0	3	0	-4
Cn1cccc1/C=N/n1c(-c2ccc(C(C)(C)C)cc2)n[nH]c1=S	7	2.1	9	0.1	-17	13	6	4	0
Cc1cc(=O)cc(C)n1-c1ccc(O)cc1	-9	-0.5	3	1.6	-4	0	5	1	7
O=C(/C=C/Nc1ccc([N+](=O)[O-])cc1)c1ccc(Br)cc1	0	-0.5	-12	0.3	-9	-4	5	0	-1
COc1ccc(-c2noc(C3CCCN(S(=O)(=O)c4cccc(Cl)c4C)C3)n2)cc1OC (centres undefined)	-3	-0.6	2	1.9	-13	1	4	2	3
O=C(COC(=O)C1COc2ccccc2O1)NC(=O)NC1CCCCC1 (centres undefined)	-7	3.5	-3	0.6	-9	-1	3	1	3
CC(C)(C)S(=O)(=O)c1ccccc1C(=O)O	-18	0.9	-7	1.4	-10	5[fluorescence artefact?]	3	1	-1
O=C1CCc2cc(S(=O)(=O)NCCCC(=O)N3CCN(Cc4ccc5c(c4)OCO5)CC3)ccc2N1	10	-0.7	-6	0.7	17	0	8	-3	0
O=C(c1ccc(Cl)cc1)c1cnc(Nc2ccccc2)s1	-16	0.1	-13	0.4	-2	-8	2	2	0
Cc1cc(C)n(CC(=O)Nc2ccccc2)n1	-4	0.3	-1	2.0	12	1	3	2	1
CCSc1nnc([C@H](Cc2c[nH]c3ccccc23)NC(=O)OC(C)(C)C)o1	-5	1.4	10	-0.7	1	-3[fluorescence artefact?]	5	-3	1
O=C(CC(c1ccccc1)c1ccco1)N1CCOCC1 (centres undefined)	-7	-0.5	6	0.8	-17	0[fluorescence artefact?]	1	-2	-2
O=C(N/N=C/C1CC=CCC1)c1cc2ccccc2cc1O (centres undefined)	-9	0.8	8	0.4	-7	7	9	2	1
CCCn1nnc(NC(=S)NC(=O)Cc2ccccc2)n1	-3	0.7	0	0.5	1	2	-2	-3	-3
Cc1c(O)c(CN(C)C)cc2c1oc(=O)c1ccccc12	-6	2.4	51*	-0.7	6	1	-4	-1	-2
CCc1cccc(CC)c1NC(=O)CN1C2CCCC1CC(NC(=O)Nc1cccc(OC)c1)C2 (centres undefined)	-10	3.1	2	-2.0	-22	3	3	3	5

Brought forward from above: 4 entries, then new ones.
SMILES	MDM2 E3 inh	S1P4 agonist	NPY2 pot ag	PERK inh	S1P4 antag	eIF4E-4G inh	BaF3 parental	Wee1 stabilizer	Ba/F3 V617F tox
O=C(N/N=C/C1CC=CCC1)c1cc2ccccc2cc1O (centres undefined)	-9	0.8	8	0.4	-7	7	9	2	1
CCCn1nnc(NC(=S)NC(=O)Cc2ccccc2)n1	-3	0.7	0	0.5	1	2	-2	-3	-3
Cc1c(O)c(CN(C)C)cc2c1oc(=O)c1ccccc12	-6	2.4	51*	-0.7	6	1	-4	-1	-2
CCc1cccc(CC)c1NC(=O)CN1C2CCCC1CC(NC(=O)Nc1cccc(OC)c1)C2 (centres undefined)	-10	3.1	2	-2.0	-22	3	3	3	5
O=C(NCc1ccc(F)cc1)C1CCCN(S(=O)(=O)c2cccc3nsnc23)C1 (centres undefined)	-1	2.2	-6	0.1	6	2	-2	-2	-2
CC(=O)Nc1ccc(OCC(=O)c2ccc(C)cc2C)cc1	-12	-2.2	-1	0.0	3	3[fluorescence artefact?]	1	8	-3
Cc1ccccc1SCC(=O)Nc1cccc(C#N)c1	-13	0.1	-50	-0.2	10	2	6	7	4
COc1ccc(S(=O)(=O)NCC2CCCN(Cc3cccnc3)C2)cc1 (centres undefined)	-6	3.1	1	0.3	3	0	4	-2	-2
COc1ccccc1NC(=O)CSc1nc(N)c(C#N)cc1C#N	-17	2.3	-27	-0.4	-19	2	0	0	3
COc1ccc(C)cc1S(=O)(=O)N(C)CC(N)=O	-3	0.7	0	1.6	-9	4[fluorescence artefact?]	4	1	-3
COCCn1c(N2CCN(c3ccc(OC)cc3)CC2)nc2c1c(=O)[nH]c(=O)n2C	-21	0.0	-4	0.0	2	2	5	-1	3
CC(=O)/C(=N/Nc1ccccc1)N1CCOCC1	5	-1.1	8	1.2	-10	0	3	-2	-2
CCn1cc(C(=O)NC2CCCCC2C)c(=O)c2ccc(C)nc21 (centres undefined)	-7	0.6	-18	-0.5	-16	-1[fluorescence artefact?]	4	-1	0
CSc1nnc2c(n1)OC(c1ccc(C(=O)O)cc1)N(C(C)=O)c1ccccc1-2 (centres undefined)	0	-0.2	2	-0.2	-1	1	2	0	0
CCOCc1nnc(NC(=O)CSc2ccccc2)s1	-6	0.4	1	-0.3	-11	1	2	-3	0
COc1ccc(Br)cc1/C=N/NC(=O)CNC(=O)/C=C/c1ccccc1	-22	0.4	8	-0.5	-13	-7	2	-4	2
COc1cc(OC)c2c(c1)C(=O)OC2	-14	1.7	3	1.0	-15	-2	8	-1	1
COc1ccc(NC(=O)CSc2nnc(Cn3c(=O)sc4ccccc43)n2C)cc1OC	-8	-0.6	20	0.6	-11	4	5	3	0
CC(C)c1ccc(C(=O)N2CCN(CCO)CC2)cc1	-7	0.6	2	0.6	-4	-4	7	2	3
COC(=O)[C@@H](NC(=O)N(C1CCCCC1)C1CCCCC1)C(C)C	-10	1.0	6	1.6	-9	-6	11	-2	7
O=C(Cc1n[nH]c(=O)[nH]c1=O)N/N=C/c1c(O)ccc2ccccc12	-14	0.5	6	1.0	-9	-6	5	0	-1
CCOC(=O)c1c(-c2ccccc2)oc2ccc(OCC(=O)O)cc12	-6	1.0	-11	0.2	-8	-2	-1	1	-2
O=C(COC(=O)CCN1C(=O)/C(=C\C=C\c2ccccc2)SC1=S)Nc1ccc(Br)cc1	-13	0.1	10	0.7	-1	-1	4	1	-2
O=C(c1ccc(S(=O)(=O)N2CCOCC2)cc1)N1CCc2ccccc2C1	-17	1.3	-6	-0.3	-1	5	2	0	2

Next section, starting with the last 2 of the part before.
SMILES	MDM2 E3 inh	S1P4 agonist	NPY2 pot ag	PERK inh	S1P4 antag	eIF4E-4G inh	BaF3 parental	Wee1 stabilizer	Ba/F3 V617F tox
O=C(COC(=O)CCN1C(=O)/C(=C\C=C\c2ccccc2)SC1=S)Nc1ccc(Br)cc1	-13	0.1	10	0.7	-1	-1	4	1	-2
O=C(c1ccc(S(=O)(=O)N2CCOCC2)cc1)N1CCc2ccccc2C1	-17	1.3	-6	-0.3	-1	5	2	0	2
CCOC(=O)C1=C(C)NC(=O)C(C(N)=O)C12CCCCC2 (centres undefined)	-16	0.1	-1	0.9	6	-1	5	0	0
CC(=O)O/N=C(/c1nonc1N)N(C)C	-10	-0.3	-15	1.1	3	4	-1	0	0
CC(C)CN(C(=O)COC(=O)c1ccc2ccccc2n1)C1CCS(=O)(=O)C1 (centres undefined)	0	-0.2	4	0.4	-2	4	1	-3	-1
COc1ccc(C(=S)N2CCN(C)CC2)cc1	-15	3.6	-14	0.0	-14	/	2	-1	-1
O=C(Nc1cccc2ccccc12)N1N=CCC1c1ccccc1 (centres undefined)	-18	1.9	-11	-1.1	9	0	0	5	2
Clc1ccc(OCc2nc3ccccc3[nH]2)cc1	-17	-0.4	-14	0.4	-3	0	7	8	0
CCOc1ccc(NC(=O)Nc2cc(C(C)C)ccc2C)cc1	/	-1.5	-10	1.1	-18	-7	-4	6	-2
COc1cc(/C=N/NC(N)=O)cc([N+](=O)[O-])c1O	-90	-3.0	-12	-0.2	-17	4	7	-2	5
CCC(CC)C(=O)Nc1cccc(/C(C)=N/NC(=O)c2c(Br)cnn2C)c1	-12	0.8	3	-0.5	-1	-2	0	3	-4
C/C(CCc1oc2ccc(Br)cc2c1-c1ccc(C)o1)=N/O	-7	-0.9	9	-0.5	14	0	2	-1	1
CC1(C)C2CCC1(C)C(OC(=O)c1ccccc1C(=O)O)C2 (centres undefined)	-6	1.6	-20	1.2	11	-4	1	-3	-4
COCCN1C(=O)c2ccccc2C(C(=O)N2CCN(c3ccccn3)CC2)C1c1ccc(F)cc1 (centres undefined)	0	-1.7	-10	-1.1	1	-3	9	7	10
Cc1cc(C(=O)NCCCN2CCCC2=O)no1	-11	1.1	10	1.6	-29	3	3	-2	-3
COC(=O)c1ccccc1C(=O)N1CCCC(C(=O)c2cc(F)ccc2F)C1 (centres undefined)	3	1.2	7	0.1	-4	5	1	-2	-2
COc1cccc(NC(=O)N(CCCN2CCOCC2)C(C)c2cc3ccccc3o2)c1 (centres undefined)	-15	3.9	-14	-2.7	-4	/	1	-3	0
CCN(C(=S)NC(=O)CCc1ccccc1)c1ccccc1	-6	1.9	2	0.0	-16	-4	2	3	-1
CC(C)(C)C(=O)O/N=C(\N)COc1cccc(Cl)c1	-6	-0.3	-8	0.4	23	2	-5	9	-2
Cc1cc(NC(=O)CCC(=O)N(CC2CCCO2)C(C(=O)NC2CCCC2)c2cccnc2)no1 (centres undefined)	13	0.1	-15	0.0	-2	-17	-1	-2	-4
CC(C)CCSc1nc2c(c(=O)[nH]c(=O)n2C)n1CCc1ccccc1	4	-1.2	-9	-0.3	-17	-7	2	-3	-1
Cc1cc(NC(=O)CSc2ccc3nnc(-c4cccnc4)n3n2)no1	-11	-2.7	-3	1.2	-10	2	7	1	-3
CC(NC(=O)c1ccc(F)cc1)C(c1cccs1)N1CCN(C)CC1 (centres undefined)	/	2.1	6	0.1	3	5	3	-2	0
Cc1sc2nc(CN3CCCC3)nc(Cl)c2c1C	-9	0.4	3	-0.6	-8	-3[fluorescence artefact?]	8	-1	3
O=C(CSc1nc2ccccc2[nH]1)Nc1nc(-c2ccccc2)c(-c2ccccc2)o1	-23	1.3	13	0.8	-11	4	-1	2	-4
Cc1nc2c(c(=O)n1CCC1=CCCCC1)c1nc3ccccc3nc1n2/N=C/c1ccccc1	-27	4.1	0	0.2	-2	-3	4	1	0
CN(CC(=O)NCc1ccco1)S(=O)(=O)c1ccc2c(c1)c(=O)n(C)c(=O)n2C	-12	0.5	-8	-0.3	7	1	-1	-1	4
